N370S GC mod: N370S glucocerebrosidase modulation, Gaucher chaperone candidate. P04062. N370S GC spleen homogenate, 4MU-glucoside fluorescence. Potency, µM (doses to about 59.4 µM), inactives show at the top dose activity change, negative = inhibition, usual class: inhibitors. 0.092% of 330,000 active;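 further: 0% = full enzyme activity and -100% = no enzyme basal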
TDP1 block: TDP1 (human) enzyme inhibition; Q9NUW8; recombinant TDP1, AlphaScreen DNA substrate cleavage; Potency, µM (highest dose often 130 µM), for the others: at the highest dose activity change, negative = inhibition, most hits filed as inhibitors; 0.28% of 350,000 active; AID 485290; further: nearly all actives have a fitted effect of over 40% in size
Target sequence (Q9NUW8 whole entry, looked up): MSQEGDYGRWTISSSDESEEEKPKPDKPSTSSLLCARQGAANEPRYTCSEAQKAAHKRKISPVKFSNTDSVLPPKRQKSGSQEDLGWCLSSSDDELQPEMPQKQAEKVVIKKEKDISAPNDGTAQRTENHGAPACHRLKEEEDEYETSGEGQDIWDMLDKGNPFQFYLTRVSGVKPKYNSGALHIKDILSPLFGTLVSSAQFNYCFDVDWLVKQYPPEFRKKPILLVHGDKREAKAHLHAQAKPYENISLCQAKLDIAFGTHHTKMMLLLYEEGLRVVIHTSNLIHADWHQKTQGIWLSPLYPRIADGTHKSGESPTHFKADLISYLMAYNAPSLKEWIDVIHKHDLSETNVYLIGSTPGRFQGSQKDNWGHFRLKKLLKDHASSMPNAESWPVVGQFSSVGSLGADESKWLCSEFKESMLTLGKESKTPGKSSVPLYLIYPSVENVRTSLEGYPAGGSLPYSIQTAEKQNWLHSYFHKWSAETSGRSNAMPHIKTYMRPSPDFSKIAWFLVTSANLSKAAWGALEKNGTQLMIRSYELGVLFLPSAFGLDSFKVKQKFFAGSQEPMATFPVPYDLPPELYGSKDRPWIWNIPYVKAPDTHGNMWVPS
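E. coli-derived human Tdp1, 1 nM final. Cpd preinc 15 min RT; substrate 15 nM final, 5 min RT; AS bead mix 10 ug/ml final, 10 min RT. Signal loss = tyrosine-FITC cleavage. No-enzyme wells = max signal.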
FEN1 inh: blocks human flap endonuclease 1; 0.35% of 390,000 active; Potency, µM (highest dose often 114 µM), without a hit: at the highest dose activity change, negative = inhibition, most hits filed as inhibitors; Recombinant FEN1 flap cleavage, fluorescence, 15 min; P39748; further: nearly all actives have a fitted effect of over 65% in size
Target sequence (P39748 whole entry, looked up): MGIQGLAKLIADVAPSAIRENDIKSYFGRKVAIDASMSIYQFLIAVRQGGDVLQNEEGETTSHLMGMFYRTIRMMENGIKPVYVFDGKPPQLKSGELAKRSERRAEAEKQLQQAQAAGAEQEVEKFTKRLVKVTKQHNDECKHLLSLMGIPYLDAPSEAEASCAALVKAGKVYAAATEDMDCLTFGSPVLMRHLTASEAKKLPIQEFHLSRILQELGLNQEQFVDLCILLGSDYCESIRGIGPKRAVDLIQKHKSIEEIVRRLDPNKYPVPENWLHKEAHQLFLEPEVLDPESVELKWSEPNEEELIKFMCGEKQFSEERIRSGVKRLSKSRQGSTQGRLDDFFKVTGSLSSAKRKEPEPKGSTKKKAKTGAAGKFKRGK
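FEN1 at 10 nM, compound pretreatment for 15 min (room temperature), 50 nM final substrate to initiate; endpoint reads at 0 and 15 min; DMSO-only plates used as vehicle background.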
* = called active by the depositor; u = inconclusive; x = not tested or not shown; & = joins results of further samples; [ ] = another dose, or the depositor's remark. The call rests on the fitted dose curve; in most records, active means well fitted curve in the direction sought with a large enough effect; inconclusive means small, poorly fitted or top-dose-only effect, or another doubt; inactive means no such curve, though single readings can be large; an effect the other way counts as inactive or inconclusive. Unless noted, on the % scale 0 is the no-effect control and ±100 the full control effect; potency means the concentration at half of the fitted maximal effect.

SMILES	N370S GC mod	TDP1 block	FEN1 inh
CC(=O)c1ccc(NC(=O)COc2ccccc2-c2nc(-c3ccc(C)cc3)no2)cc1	x	6%	14%
COc1ccc(OC)c(NC(=O)C2CCCN2S(=O)(=O)c2cccc3nsnc23)c1 (stereo unspecified)	-4%	3%	-10%
COc1ccc(CCN2CN(S(=O)(=O)c3ccc(C)cc3)c3nc4ccccc4nc32)cc1OC	2%	5%	-1%
O=C1N(Cc2ccccc2Cl)c2ccccc2C1(O)c1c[nH]c2ccccc12 (stereo unspecified)	x	6%	-9%
O=C(O)CSc1nnc(-c2ccc(Cl)cc2Cl)n1Cc1ccccc1	-2%	1%	-11%
COc1ccc(NC(C)=O)cc1NC(=O)CN1CCN(c2ccccn2)CC1	1%	-1%	1%
COCCCNS(=O)(=O)c1ccc(Cl)c(C(F)(F)F)c1	-19%	1%	-7%
Cc1ccc(-c2nc(S(=O)(=O)c3ccc(F)cc3)c(N3CCN(c4ccccc4)CC3)o2)cc1	x	7%	14%
Cc1ccccc1N1CCN(C(=O)C2CCCCC2)CC1	0%	5%	1%
Cc1cccc(C(=O)O/N=C(\N)c2cccc([N+](=O)[O-])c2)c1	4%	-12%	-9%
CC(C)CC(=O)NC1(C(F)(F)F)C(=O)Nc2c1c(=O)[nH]c(=O)n2Cc1ccco1 (stereo unspecified)	3%	-1%	9%
N#CCSc1nnc2sc3ccccc3n12	0%	-1%	-1%
Cc1nc(NC(=O)CSc2nccn2C)sc1C(=O)N(C)C	-2%	0%	-9%
CCCCOc1ccc(S(=O)(=O)NCc2csc(-c3ccc(OC)cc3)n2)cc1	x	0%	-8%
O=S(=O)(Nc1c(S(=O)(=O)c2ccccc2)c2nc3ccccc3nc2n1C1CCCCC1)c1ccccc1	6%	-1%	-16%
O=C(O)CC(SCC(=O)Nc1ccc(S(=O)(=O)N2CCCC2)cc1)C(=O)O (stereo unspecified)	-2%	0%	6%
N/C(=N\OS(=O)(=O)c1ccccc1)c1ccccn1	-5%	5%	6%
O=C(Nc1c2c(nn1-c1ccc(F)cc1)CS(=O)(=O)C2)C1CCCC1	-5%	-2%	-11%
OCCNc1ccc(Cl)cc1	1%	3%	-3%
CC(NC(=O)c1ccccc1Cl)NC(=O)c1ccccc1Cl	4%	5%	14%
CCOC(=S)SCC(=O)N1CCc2ccccc2C1C1C(=O)CC(C)(C)CC1=O (stereo unspecified)	3%	-11%	8%
COCCn1nnnc1CN1CCC(C)CC1	10%	0%	6%
Cc1ccc(C2NC(=S)NC3=C2N2CCC3CC2)cc1 (stereo unspecified)	0%	8%	-1%
CC(=O)N1CCN(Cc2nc3cc(NC(=O)c4ccc(Cl)cc4)ccc3n2C)CC1	6%	4%	-2%
CC(Oc1ccccc1)C(=O)Nc1cc(Cl)ccc1-n1cncn1 (stereo unspecified)	0%	0%[0.505 µM]	9%
CC(=O)Nc1cccc(OCC(=O)Nc2ccc(F)cc2)c1	8%	7%	-1%
C=CCN1C=CC(=C/C=C(/C#N)C(=O)OCC)C=C1	u	10%	0%
COc1ccccc1NS(=O)(=O)c1ccc2c(c1)CCN2C(=O)CCC(=O)O	-17%	x	15%
O=C(Nc1cccc2ccccc12)c1ccccc1NS(=O)(=O)c1cccc2cccnc12	5%	3%	-15%
COc1cc(NC(=O)c2cc(-c3cccnc3)nc3ccc(Br)cc23)cc(OC)c1	-3%	0%	9%
Nc1n[nH]c(N)c1N=Nc1ccc2c(c1)OCO2	-12%	8%	-12%
COc1ccc(OC)c(CN2CCN(C(=O)CNC(=O)c3ccccc3F)CC2)c1	x	3%	13%
Cc1oc2c(CN3CCCC3)c(O)ccc2c(=O)c1-c1ccc(Br)cc1	-13%	0%	10%
COc1ccccc1C(=O)NCC(=O)OCC(=O)c1ccc(Cl)s1	-6%	-4%	-1%
COc1ccc(-c2nnc(SCC(=O)N3CCOCC3)n2C)cc1OC	5%	2%	-6%
O=C(CN1C(=O)CCc2cc(S(=O)(=O)N3CCOCC3)ccc21)NCc1ccccc1Cl	x	4%	21%
NC(=S)Cc1ccc(Cl)cc1Cl	0%	x	0%
COc1cccc(C(=O)NC(=S)Nc2nnn(C)n2)c1	5%	-3%	4%
CS(=O)c1ccccc1-c1nc(-c2cccc(Cl)c2)no1 (stereo unspecified)	-9%	-3%	-3%
CN(CCOC(=O)c1ccco1)Cc1ccccc1	-6%	-4%	18%
Cc1ccc(CNC(=O)CNC(=S)N(Cc2ccccc2)Cc2ccccc2F)cc1	3%	3%	-16%
COc1ccc(CC(=O)Nc2nnc(CC(C)C)s2)cc1S(=O)(=O)N1CCOCC1	7%	-3%	-2%
Cc1ccc(CCNC(=O)C(C)n2nc(C)c3c(C)n(-c4ccc(C)cc4)nc3c2=O)cc1 (stereo unspecified)	x	6%	7%
CSc1ccccc1C(=O)NCCS(=O)(=O)N1CCN(c2ccc(F)cc2)CC1	3%	3%	1%
CCOC(=O)N1CCN(Cc2nc3cc(NC(=O)c4ccco4)ccc3n2CC)CC1	1%	3%	4%
CN(C)S(=O)(=O)c1cccc(NC(=O)c2ccc(S(=O)(=O)N3CCCCC3)cc2)c1	-13%	x	8%
COc1ccc(C(=O)N(C)CC(O)c2ccccc2)cc1OC1CCN(C(C)=O)CC1 (stereo unspecified)	1%	5%	-9%
COc1cc(-c2nnc(-c3ccco3)o2)ccc1OCc1ccccc1	1%	4%	-11%
Cc1csc2c(=O)sc(NC(=O)c3cccs3)nc12	2%	-4%	u
Cc1cc(N2CCN(C)CC2)nc2ccc(NC(=S)N3CCC4(CC3)OCCO4)cc12	-11%	1%	3%
O=C(COC(=O)c1sc2cc(F)ccc2c1Cl)Nc1ncc(Cl)cc1Cl	-3%	-2%	5%
CCCCOC(=O)C1=C(C)Nc2ncnn2C1c1cc(OC)ccc1OC (stereo unspecified)	8%	4%	4%
CCOC(=O)C(Cc1c(F)cccc1Cl)c1ccno1 (stereo unspecified)	-14%	8%	-10%
CCOC(=O)C1CCN(c2nc3c(C)cccn3c(=O)c2/C=C(\C#N)S(=O)(=O)c2ccccc2)CC1	u	0%	-3%
C=CCn1cccc(/C=C/C(=O)c2ccc(C(C)(C)C)cc2)c1=S	u	8%	-21%
COc1ccc(-c2noc(CCC(=O)N3CCN(c4ccccc4Cl)CC3)n2)cc1	x	-1%[56.1 µM]	3%
Cc1cc(S(=O)(=O)N2CCN(Cc3ccc4c(c3)OCO4)CC2)cc(C)c1N1CCCC1=O	-4%	5%	-18%
COC(=O)c1ccc(C23CC4(C2)[C@H](CN(CC2CCCCC2)[C@@H]4c2ccccc2)C3c2ccccc2)cc1 (stereo partly specified)	5%&-18%	10%&5%	-2%
O=C(NCC1CCOCC1)C1CCC(=O)N(Cc2cccc(C(F)(F)F)c2)C1 (stereo unspecified)	-22%	3%	-8%
CN(C)c1ccc(CNS(=O)(=O)c2ccc3c(c2)NC(=O)CS3)cc1	-3%	7%	-3%
(continued)
SMILES	N370S GC mod	TDP1 block	FEN1 inh
CC(C)COc1cccc(C(=O)N2CCN(C(=O)c3ccco3)CC2)c1	x	4%	1%
O=S(=O)(c1ccc(N2CCN(CCO)CC2)nc1)N1CCCCC1	-6%	2%	-3%
CCCCOc1ccc(C(=O)N(Cc2ccc(C(C)C)cc2)C2CCS(=O)(=O)C2)cc1 (stereo unspecified)	x	3%	-19%
CSCC(=O)N1CCC(n2nccc2NC(=O)CCCc2ccccc2)CC1	-1%	3%	8%
CC(=O)N(c1ccccc1)c1nc(/C=C/C(=O)O)cs1	5%	5%	0%
CC(C)=CCC/C(C)=C/CNC(=O)CC1C[C@H](C(=O)N2CCOCC2)[C@@]2(C)c3[nH]c4ccccc4c3CCN2C1=O (stereo partly specified)	x	6%	-18%
Cc1ccc2c(c1)nnn2C1CCN(CC(=O)NCCc2nc3ccccc3[nH]2)CC1	-7%	6%	-1%
COCc1ccc(C(=O)N2CCCC(C(=O)c3ccc(SC)cc3)C2)s1 (stereo unspecified)	-3%	4%	-5%
O=C(CN1CCc2cc3c(cc2C1)OCCCO3)Nc1c(F)cccc1F	0%	6%	-4%
COc1ccc(CSc2nnc3n(C)c(=O)c4c5c(sc4n23)CCCC5)cc1	-8%	-3%	x
O=C(Nc1ccccc1)Oc1ccccc1N1CCOCC1	13%	0%	0%
Cc1c(NC(=O)CN2C(=O)NC3(CCC(C)CC3)C2=O)c(=O)n(-c2ccccc2)n1C (stereo unspecified)	3%	-3%	12%
Cc1ccc2nc(SCC(=O)Nc3ccccc3N3CCOCC3)c(C#N)cc2c1	12%	3%	-2%
CC(C)OCc1c(C(=O)OC/C(O)=C(\C#N)c2nc3ccccc3[nH]2)oc2ccccc12	0%	7%	-1%
COc1ccc(C2c3ccc(O)cc3Oc3ncn4nc(-c5ccccn5)nc4c32)cc1OC (stereo unspecified)	u	x	-12%
CC(C)CC(=O)Nc1cccc(-c2cn3ccsc3n2)c1	3%	7%	4%
COc1cc(C2c3c(oc4ccccc4c3=O)C(=O)N2c2ccccn2)cc(OC)c1OC (stereo unspecified)	x	4%	15%
O=C(CCNC(=O)c1ccccc1)NCCc1ccc(Cl)cc1	-30%	x	-9%
CCOCCn1ccc2c(OCC(=O)Nc3ccc(OC)c(OC)c3)cccc2c1=O	-1%	-4%	5%
O=C(Nc1ccc(O)cc1C(=O)O)c1cccc(Br)c1	-2%	11%	-6%
CCN1CCN(C(c2cccs2)C(C)NC(=O)NC2CCCCC2)CC1 (stereo unspecified)	-2%	4%	24%
O=C(COc1ccc(Cl)cc1Cl)N(C1CCCCC1)C1CCS(=O)(=O)C1 (stereo unspecified)	x	0%	-1%
C[C@@H](C(=O)NCc1ccccn1)[C@H]1C[C@]1(C)[C@H](NC(=O)OCc1ccccc1)c1ccccc1	19%&6%	3%&7%	10%
COc1ccc(-c2[nH]ncc2CN2CCCC(C(=O)c3cccc(OC)c3)C2)cc1 (stereo unspecified)	-5%	0%	-10%
COCCNC(=S)N/N=C(\C)c1ccc2cc(OC)ccc2c1	-3%	-3%	-2%
Cc1[nH]c2ccccc2c1C(c1ccccn1)N1CCC(C)CC1 (stereo unspecified)	5%	3%	-6%
Cc1cccc(NC(=O)N2CCC(CN3CCC(C)CC3)CC2)c1C	x	4%	-3%
COc1cc(NC(=O)NCCN2CCN(c3ccccc3)CC2)cc(OC)c1OC	-7%	8%	2%&19%
Cc1ccc(C)c(C(=O)CSc2n[nH]c(C)n2)c1	-6%	9%	8%
C=CCc1cccc(CNc2nc3ccccc3n2C)c1O	-4%	x	u
FC(F)(F)c1cccnc1N1CCN(c2ncnc3nc[nH]c23)CC1	-21%	7%	-5%
O=C(NCc1ccco1)c1cccc(NC(=O)c2ccco2)c1	-11%	5%	-1%
Cc1ccc(Nc2nc(N)nc(CSc3nccn3C)n2)cc1	4%	3%	4%
Cn1c(SCC(=O)Nc2cccc(NC(=O)c3cccs3)c2)nnc1-c1ccncc1	-4%	4%	11%
Cn1ccnc1SCC(=O)Nc1cccc(S(=O)(=O)N2CCCCCC2)c1	7%	3%	0%
COc1ccc(NC(=O)Cn2c(=O)n(CCCC(=O)NCc3ccccc3OC)c(=O)c3ccccc32)cc1Cl	x	5%	0%
C#CCOc1ccc(C2C3=C(CC(C)(C)CC3=O)N(CC(=O)O)C3=C2C(=O)CC(C)(C)C3)cc1	u	3%	12%
COc1ccc(OC)c(CNC(=O)c2ccc(Sc3ccc(Cl)cc3)c(NC(C)=O)c2)c1	x	10%	-18%
c1cnc2ccc(C(c3nnnn3C3CCCCC3)N3CCCCC3)cc2c1 (stereo unspecified)	u	2%	-12%
O=C(O)CCCC(=O)Nc1ccccc1C(=O)O	4%	7%	2%
C#CC(CC)(CC)NC(=O)/C=C/C(=O)O	16%	6%	-2%

Screening data (PubChem)
